Cycloheximide cs: affects cycloheximide protein synthesis inhibition readout, counter-screen; cell reporter, cycloheximide protein synthesis inhibition counterscreen; max response, %; 12% of 300,000 active; AID 2314; in the data active = max response mostly above about 13%, no sharp cut-off; inactive = mostly below about 14%; note: read at 38.3 µM for the half of the compounds with a filed dose; 0% is about no effect
Pf growth 48h: inhibits P. falciparum growth in the first generation, 48 h; Potency, µM (top dose mostly 28.7 µM), inactives show at the top dose activity change, negative = inhibition, hits mostly inhibitors; 5.9% of 310,000 active; P. falciparum luciferase growth in erythrocytes, 48 h; note: potency is the fitted concentration of half-maximal effect; % is set by controls: 0 for no effect and ±100 for the full control effect
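First compound was added to culture medium, then infected red cells at 0.1% parasitemia and 2% hematocrit (final). After incubation at 37 C under 5% CO2, luciferase detection reagent was dispensed and light output recorded.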
Shiga inhibitor: inhibitors of Shiga toxin in Vero cells; Vero cells, Shiga toxin protein synthesis inhibition reporter; inhibition, % at 38.7 µM; 9.2% of 290,000 active; AID 2315; in the data active = inhibition mostly above about 28%, no sharp cut-off; inactive = mostly below about 43%; note: 0% is about no effect
AMA1 RON2 block: disrupts binding of P. falciparum AMA1 to RON2 | AlphaScreen AMA1-biotinylated RON2 peptide binding | Potency, µM (highest dose often 58.2 µM), without a hit: at the top dose activity change, negative = inhibition, actives largely listed as inhibitors | 0.2% of 360,000 active | AID 720542;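 note: potency is the fitted concentration of half-maximal effect; 0% = vehicle wells and -100% = peptide control; nearly all actives have a fitted effect of over 45% in size; some results filed as inactive show a strong effect at the top dose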
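AMA1 (3D7) with his tag at 25 nM final met compounds first, then biotinylated RON2 peptide at 25 nM; detection used donor plus acceptor beads, 10 µg/mL apiece, read by AlphaScreen after 30 min at room temperature.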
LmPK inh: LmPK (Leishmania mexicana) enzyme inhibition; purified LmPK, Kinase-Glo ATP luminescence, 1 h; Potency, µM (titrated, usually from 57.5 µM), for the others: at the top dose activity change, negative = inhibition, most hits filed as inhibitors; 0.37% of 290,000 active; note: potency is the fitted concentration of half-maximal effect; % is set by controls: 0 for no effect and ±100 for the full control effect
Target sequence (Q27686 whole entry, looked up): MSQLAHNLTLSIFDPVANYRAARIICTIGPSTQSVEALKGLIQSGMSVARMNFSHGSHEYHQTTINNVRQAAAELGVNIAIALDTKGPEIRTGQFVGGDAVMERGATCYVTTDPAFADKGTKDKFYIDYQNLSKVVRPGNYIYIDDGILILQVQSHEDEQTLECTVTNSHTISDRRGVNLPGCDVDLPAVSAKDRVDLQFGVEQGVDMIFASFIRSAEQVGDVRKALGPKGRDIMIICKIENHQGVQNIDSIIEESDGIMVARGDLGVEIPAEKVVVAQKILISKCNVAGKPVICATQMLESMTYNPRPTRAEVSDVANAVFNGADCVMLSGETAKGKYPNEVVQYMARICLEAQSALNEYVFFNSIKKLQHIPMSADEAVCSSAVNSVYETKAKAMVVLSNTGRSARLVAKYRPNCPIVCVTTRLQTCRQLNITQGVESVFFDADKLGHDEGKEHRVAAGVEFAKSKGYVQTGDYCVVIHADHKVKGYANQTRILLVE
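0.1 nM LmPK, 0.5 mM PEP, 0.1 mM ADP; 50 mM imidazole pH 7.2, 7 mM MgCl2, 50 mM KCl; 1 h RT. Kinase-Glo luminescence readout, normalized to no-enzyme (full inhibition) and uninhibited wells.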
TbPYK inhibitor: T. brucei pyruvate kinase inhibition. Q57TT1. TbPYK enzyme, Kinase-Glo Plus ATP luminescence, 45 min. Potency, µM (titrated, usually from 76.8 µM), for the others: top-dose activity, negative = inhibition, hits mostly inhibitors. 0.12% of 410,000 active; note: potency is the fitted concentration of half-maximal effect; % is set by controls: 0 for no effect and ±100 for the full control effect; nearly all actives have a fitted effect of over 50% in size
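Enzyme and substrate buffer are dispensed first and compound is pin-transferred. ADP at 130 uM final then starts the reaction, which runs 45 min at room temperature. Detection reagent is added for 10 min before luminescence is imaged.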
Pf growth 96h: P. falciparum growth inhibition at 96 hour, primary screen for plastid delayed-death inhibitors | Potency, µM (doses to about 28.7 µM), for the others: at the top dose activity change, negative = inhibition, usual class: inhibitors | 6.9% of 320,000 active | P. falciparum luciferase reporter growth, 96 h; note: potency is the fitted concentration of half-maximal effect; % is set by controls: 0 for no effect and ±100 for the full control effect
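Infected RBCs, 2% Hct / 0.05% parasitemia final; luciferase-reporter P. falciparum; cpd 96 h, 37 C, 5% CO2; luciferase detection reagent; luminescence.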
* hit, by the source's call; ? = inconclusive; · = not tested or not shown; [ ] = another dose, or the depositor's remark. Unless noted, calls come from the whole dose curve; as a rule, active = well fitted curve in the direction sought with a large enough effect; inconclusive = small, poorly fitted or top-dose-only effect, or another doubt; inactive = no such curve, though single readings can be large; an effect the other way counts as inactive or inconclusive.

[1] Cc1ccc(-c2nn(CC(=O)Nc3ccc4c(c3)nc3n4CCOC3)c(=O)c3ccccc23)cc1
[2] CN(C)C(=O)CSc1ncccc1-c1nc2ccccc2[nH]1
[3] COc1ccc(C2=NN(C(=O)CN3CCOCC3)C(c3nc4ccccc4[nH]3)C2)cc1 (centres undefined)
[4] CNC(=S)N/N=C(\C)c1ccc2c(c1)OCO2
[5] Cn1c(CNC(=O)c2ccco2)nnc1SCC(=O)Nc1cccc(Br)c1
[6] CC(=O)c1ccc(NC(=S)NCCc2ccccn2)cc1

screen / no. | 1 | 2 | 3 | 4 | 5 | 6
Cycloheximide cs | 6 | 1 | 56* | 5 | 10 | 43*
Pf growth 48h | ? | 11% | 81%[activator] | 24% | · | 35%[activator]
Shiga inhibitor | 14 | -8 | 105* | 26 | -5 | 21*
AMA1 RON2 block | -12% | -9% | -14% | 66%[activator] | 4% | 2%[11.6 µM]
LmPK inh | 10% | 0% | -9% | -2% | 0% | -11%
TbPYK inhibitor | -13% | -8% | 4% | -16% | -8% | -5%
Pf growth 96h | 9% | -21% | 35%[activator] | ? | -22% | 8%

[7] CCOc1ccccc1CNC(=O)C1CCN(c2nn3c(=O)cc(C)nc3s2)CC1
[8] Cc1cccc2sc(N(CCCN(C)C)C(=O)c3ccco3)nc12
[9] CC(Nc1cccc2ccccc12)C(=O)N/N=C/c1ccc([N+](=O)[O-])cc1 (centres undefined)
[10] CCc1ccc(NC(=O)c2ccc(S(=O)(=O)NCc3cccnc3)cc2)cc1
[11] NC(=O)c1ccc(NC(=O)COC(=O)c2ccc3c(c2)OCO3)cc1
[12] O=C(COC(=O)c1cc([N+](=O)[O-])ccc1N1CCOCC1)Nc1ccc(Cl)cn1

screen / no. | 7 | 8 | 9 | 10 | 11 | 12
Cycloheximide cs | 3 | -4 | 16 | 18 | · | -4
Pf growth 48h | -17% | ? | 10% | 0% | ? | -13%
Shiga inhibitor | -10 | -12 | -36 | 32 | · | -12
AMA1 RON2 block | 6% | 1% | -20% | 11% | -1% | -12%
LmPK inh | -8% | -2% | 4% | 1% | · | 2%
TbPYK inhibitor | -6% | 0% | 2% | -1% | -9% | -9%
Pf growth 96h | 10% | ? | -3% | 2% | -13% | ?

[13] COc1cc(NC(=O)CC2NCCNC2=O)cc(OC)c1 (centres undefined)
[14] C=CCOc1ccc(CNc2ccc3[nH]c(=O)[nH]c3c2)cc1OCC
[15] O=C(O)c1ccccc1SC1CC(=O)N(c2ccccc2)C1=O (centres undefined)
[16] CC(C)CC(NC(=O)c1cccc(Cl)c1)C(=O)O (centres undefined)
[17] COCC(=O)NCc1nc2ccccc2n1Cc1ccccc1F
[18] CCn1c(=N)n(CC(O)c2cccs2)c2ccccc21 (centres undefined)

screen / no. | 13 | 14 | 15 | 16 | 17 | 18
Cycloheximide cs | 12 | 10 | 9 | -1 | -3 | -2
Pf growth 48h | ? | ? | -4% | 10% | -8% | ?
Shiga inhibitor | -7 | 18 | 3 | -10 | -7 | 7
AMA1 RON2 block | 0% | -27% | -4% | 6% | -7% | 1%
LmPK inh | -6% | 10% | -3% | -5% | -6% | 3%
TbPYK inhibitor | -1% | -15% | 1% | -7% | -9% | 2%
Pf growth 96h | -8% | ? | 2.1µM* | ? | -1% | -5%

[19] CCOc1ccc(/C=C/C(=O)Nc2ccccc2C(F)(F)F)cc1
[20] Cc1cc(C)nc(-n2ncc3c2CC(c2cccc(Cl)c2)CC3=O)n1 (centres undefined)
[21] N#Cc1c(-n2cccc2/C=N/O)sc2c1CCCC2
[22] CC(OC(=O)c1ccc2c(=O)n3c(nc2c1)CCCCC3)C(N)=O (centres undefined)
[23] COc1ccc(N2CCN(c3cc(C)c4ccc(C)cc4n3)CC2)cc1
[24] COc1ccc(CCN2C(=O)CN=C2Nc2ccc(F)cc2)cc1OC

screen / no. | 19 | 20 | 21 | 22 | 23 | 24
Cycloheximide cs | 36* | 1 | -2 | 1 | -1 | -3
Pf growth 48h | 47%[activator] | ? | 1% | 32%[activator] | -19% | -1%
Shiga inhibitor | 38* | -14 | -8 | -7 | -12 | -4
AMA1 RON2 block | 17% | 20% | ? | -2% | ? | -6%
LmPK inh | -3% | 7% | 2% | -1% | 6% | 2%
TbPYK inhibitor | 38%[activator] | -1% | -6% | -6% | -5% | -1%
Pf growth 96h | -23% | 4.1µM* | 15µM* | 38%[activator] | 0% | -1%

[25] CCCn1nc2ccccc2c1P(=N)(N1CCOCC1)N1CCOCC1
[26] COc1ccc(CNC(=S)Nc2cc(C)cc(C)c2)cc1
[27] Cc1ccc(-c2nc(CC(=O)Nc3cccc(S(=O)(=O)NC4=NCCC4)c3)cs2)cc1
[28] O=C(NC1CCCc2ccccc21)c1ccccc1OC(F)F (centres undefined)
[29] NC(=O)c1ccc(NC(=O)CCCc2nc(-c3ccccc3Cl)no2)cc1
[30] CCCCNc1nc(N(C)c2ccccc2)nc(-n2ccnc2)n1

screen / no. | 25 | 26 | 27 | 28 | 29 | 30
Cycloheximide cs | 12 | 4 | · | -3 | 9 | -3
Pf growth 48h | 12% | ? | -10% | -1% | -22% | 17µM*
Shiga inhibitor | 16 | 34 | · | -11 | 7 | -3
AMA1 RON2 block | -1% | 30%[activator] | -4% | -23% | 0% | -12%
LmPK inh | 5% | 1% | · | -2% | -1% | 3%
TbPYK inhibitor | -7% | -2% | -2% | 2% | -4% | 6%
Pf growth 96h | 12µM* | ? | -15% | ? | -16%[5.75 µM] | 0%

[31] O=c1oc2ccc3ccccc3c2cc1-c1nnc(-c2cccs2)o1
[32] O=C(O)c1cccnc1Sc1ccccc1
[33] COc1ccc(CNC(=O)C(OC(=O)c2cccs2)C(C)C)cc1 (centres undefined)
[34] Cc1ccc(C(C[N+](=O)[O-])Sc2ccc(N)cc2)cc1 (centres undefined)
[35] Cc1c(NC(=O)c2cccc(NC(=O)Cc3ccc(F)cc3)c2)c(=O)n(-c2ccccc2)n1C
[36] CC(=O)Nc1cccc(C(=O)N2CCN(S(=O)(=O)c3ccc4ccccc4c3)CC2)c1

screen / no. | 31 | 32 | 33 | 34 | 35 | 36
Cycloheximide cs | 25* | 5 | -3 | 8 | · | 2
Pf growth 48h | 19% | -1% | 18% | ? | -19% | -26%
Shiga inhibitor | -4 | -11 | -13 | 11 | · | -4
AMA1 RON2 block | 4% | 0% | 12% | -5% | -1%[11.6 µM] | 4%
LmPK inh | 0% | 3% | -3% | 3% | · | -4%
TbPYK inhibitor | 4% | -4% | 5% | ? | -7% | -4%
Pf growth 96h | 26% | 65%[activator] | 25% | 12µM* | ? | ?

[37] O=C(CSc1ccc(Cl)cc1)N1CCCC1
[38] COC(=O)c1cc(OC)c(OC)c(OC)c1[N+](=O)[O-]
[39] CC(C)=NNc1nc2c(c(=O)n(C)c(=O)n2C)n1C
[40] CCc1noc(C)c1C(=O)OC(C)C(=O)Nc1cc([N+](=O)[O-])ccc1OC (centres undefined)
[41] CC(=O)c1ccc(OCC(=O)c2ccc(-c3ccccc3)cc2)cc1
[42] Cc1ccccc1C(=O)NCC(=O)NNC(=O)c1cccc(Cl)c1

screen / no. | 37 | 38 | 39 | 40 | 41 | 42
Cycloheximide cs | 46* | -2 | 0 | · | -3 | ·
Pf growth 48h | 50%[activator] | -5% | 8% | 6% | -3% | 2%
Shiga inhibitor | 65 | -6 | 2 | · | -9 | ·
AMA1 RON2 block | -3% | -16% | 85%[activator] | 7% | 4%[11.6 µM] | 18%
LmPK inh | 0% | 6% | -6% | · | 1% | ·
TbPYK inhibitor | ? | 4% | -13% | -7% | -4% | -4%
Pf growth 96h | 14% | 12% | -3% | -11% | -1% | ?

Some of the entries above in another layout:
Order of results: Cycloheximide cs | Pf growth 48h | Shiga inhibitor | AMA1 RON2 block | LmPK inh | TbPYK inhibitor | Pf growth 96h
[40] CCc1noc(C)c1C(=O)OC(C)C(=O)Nc1cc([N+](=O)[O-])ccc1OC (centres undefined)
  · | 6% | · | 7% | · | -7% | -11%
[41] CC(=O)c1ccc(OCC(=O)c2ccc(-c3ccccc3)cc2)cc1
  -3 | -3% | -9 | 4%[11.6 µM] | 1% | -4% | -1%
[42] Cc1ccccc1C(=O)NCC(=O)NNC(=O)c1cccc(Cl)c1
  · | 2% | · | 18% | · | -4% | ?

(list continues)
[43] O=C(O)COc1ccc(/C=N/NC(=O)c2ccc(-c3csc(Nc4ccc(Cl)cc4)n3)cc2)cc1
[44] O=C(NNC(=O)C1CCN(c2ncccn2)CC1)c1ccc(F)cc1
[45] COc1ccc([N+](=O)[O-])cc1NC(=S)NC(=O)C(C)(C)C
[46] COc1nc(-c2ccccc2)cc(-c2ccc3c(c2)OCO3)c1C#N
[47] Cc1cccc(N2CCN(S(=O)(=O)c3cn(C)cn3)CC2)c1C
[48] COc1cc(OC)c(-c2noc(C(=O)OC(C)(C)C)c2C(=O)OC(C)(C)C)c(OC)c1

screen / no. | 43 | 44 | 45 | 46 | 47 | 48
Cycloheximide cs | -3 | -2 | -1 | -2 | 3 | -2
Pf growth 48h | ? | 4% | 6%[5.75 µM] | ? | 11% | 13%
Shiga inhibitor | 3 | -6 | 7 | 4 | -7 | 12
AMA1 RON2 block | -28% | 28% | 10% | 6% | 10% | -9%
LmPK inh | 0% | 3% | 5% | 5% | 5% | -2%
TbPYK inhibitor | -2% | -4% | 8% | 9% | 3% | 5%
Pf growth 96h | ? | -16% | ? | ? | ? | 6%

[49] CCOC(=O)c1c(NC(=O)COC(=O)Cn2c(C(F)(F)F)nc3ccccc32)sc(C)c1C
[50] COc1cccc(-n2c(SC3CCOC3=O)nc3ccccc3c2=O)c1 (centres undefined)
[51] CC(=O)Nc1ccc(S(=O)(=O)NC(CC(=O)N(C)Cc2ccccc2)C(C)C)cc1 (centres undefined)
[52] CCOC(=O)c1c(C)nc2sc(C(N)=O)c(N)c2c1-c1ccccc1
[53] COc1ccc(C(CNC(=O)COc2ccc([N+](=O)[O-])cc2)N2CCCCC2)cc1 (centres undefined)
[54] CCOc1ccc(NCc2ccccc2OCc2cccc(F)c2)cc1

screen / no. | 49 | 50 | 51 | 52 | 53 | 54
Cycloheximide cs | -2 | -2 | -4 | -2 | -2 | -1
Pf growth 48h | -4% | -26% | 7% | · | ? | ?
Shiga inhibitor | -7 | 17 | -9 | -7 | -5 | -2
AMA1 RON2 block | 0% | -1% | -4% | 5% | 2% | -18%
LmPK inh | -4% | 7% | 3% | -5% | 1% | -1%
TbPYK inhibitor | -5% | -3% | ? | 8% | -1% | -17%
Pf growth 96h | 45%[activator] | -28% | 7% | ? | -22% | ?

[55] Cc1ccc(C)c(S(=O)(=O)N2CCN(C(=O)CCNS(=O)(=O)c3ccccc3)CC2)c1
[56] O[C@@H]1CN(C2CCCCC2)CC[C@H]1N1CCN(CCc2ccccc2)CC1
[57] Cc1ccccc1NS(=O)(=O)c1cccc(C(=O)Nc2cccc(C(=O)O)c2)c1
[58] O=C(NCc1ccc2c(c1)OCO2)c1ccc2c(c1)OCO2

screen / no. | 55 | 56 | 57 | 58
Cycloheximide cs | -2 | -3 | -2 | 26*
Pf growth 48h | 7% | ? | 4% | 33%[activator]
Shiga inhibitor | -3 | · | -1 | 46*
AMA1 RON2 block | 5% | -7% | -1% | -5%
LmPK inh | 6% | -1% | -1% | 3%
TbPYK inhibitor | 1% | 0% | 9% | -2%
Pf growth 96h | ? | ? | -3% | -16%
